Bioassay records (PubChem)
Tb PYK inh – blocks Trypanosoma brucei pyruvate kinase | Q57TT1 | TbPYK enzyme, Kinase-Glo Plus ATP luminescence, 45 min | Potency, µM (series often up to 76.8 µM), for inactives: top-dose activity, negative = inhibition, actives largely listed as inhibitors | 410,000 compounds, 0.12% hits; note: potency is the fitted concentration of half-maximal effect; nearly all actives have a fitted effect of over 50% in size
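T. brucei PYK with substrate was exposed to pin-transferred compounds across a concentration series, then started with 130 uM ADP (final). After 45 min at room temperature, Kinase-Glo Plus luminescence was read, normalized and curve-fitted.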
AmpC detergent – inhibitors of E. coli AmpC beta-lactamase with detergent. 370,000 compounds, 0.041% hits. Potency, µM (doses to about 114 µM), inactives show at the highest dose activity change, negative = inhibition, actives largely listed as inhibitors. AmpC hydrolysis of nitrocefin, absorbance 480 nm, 0.01% Triton. P00811;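 note: potency is the fitted concentration of half-maximal effect; 0% = no-compound wells and -100% = no-enzyme wells; nearly all actives have a fitted effect of over 25% in size; some results filed as inactive show a strong effect at the top dose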
Target sequence (P00811 whole entry, looked up): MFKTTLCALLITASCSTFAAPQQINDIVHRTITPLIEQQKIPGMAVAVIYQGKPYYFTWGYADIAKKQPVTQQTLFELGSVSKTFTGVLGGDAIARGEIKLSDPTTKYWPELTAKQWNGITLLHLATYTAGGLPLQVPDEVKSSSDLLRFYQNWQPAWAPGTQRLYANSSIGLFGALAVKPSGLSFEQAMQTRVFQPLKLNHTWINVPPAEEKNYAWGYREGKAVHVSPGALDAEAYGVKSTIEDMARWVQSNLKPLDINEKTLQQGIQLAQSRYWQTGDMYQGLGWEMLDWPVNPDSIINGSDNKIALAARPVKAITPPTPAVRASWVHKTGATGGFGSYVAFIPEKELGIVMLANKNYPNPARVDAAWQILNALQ
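AmpC (5.3 nM in the dispensed reagent) in 20 mM phosphate pH 7.0 with 0.01% (detergent screen) or 0.0001% Triton X-100 was preincubated with compounds for 15 min at room temperature. Nitrocefin was then added from an 800 uM solution, and hydrolysis was followed at 480 nm.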
HCMV inh – human cytomegalovirus inhibition; HFF cells, HCMV-luciferase reporter, 72 h; active compounds read low; activity change, negative = inhibition, % at 57.5 µM; 410,000 compounds, 4.5% hits; AID 1259415; in the data active = activity change below about -60%; inconclusive = no clear call, values can overlap the other calls; inactive = above about -39%
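Steps: HFFs plated, 16 h 37C; compounds added; HCMV-luciferase added to MOI 1 PFU/cell; 72 h 37C; OneGlo reagent, 5 min room temperature; luminescence read, normalized to controls.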
LmPK inh – inhibitors of Leishmania mexicana pyruvate kinase | Potency, µM (highest dose often 57.5 µM), without a hit: top-dose activity change, negative = inhibition, usual class: inhibitors | Q27686 | purified LmPK, Kinase-Glo ATP luminescence, 1 h | AID 1721 | 290,000 compounds, 0.37% hits; note: potency is the fitted concentration of half-maximal effect
Target sequence (Q27686 whole entry, looked up): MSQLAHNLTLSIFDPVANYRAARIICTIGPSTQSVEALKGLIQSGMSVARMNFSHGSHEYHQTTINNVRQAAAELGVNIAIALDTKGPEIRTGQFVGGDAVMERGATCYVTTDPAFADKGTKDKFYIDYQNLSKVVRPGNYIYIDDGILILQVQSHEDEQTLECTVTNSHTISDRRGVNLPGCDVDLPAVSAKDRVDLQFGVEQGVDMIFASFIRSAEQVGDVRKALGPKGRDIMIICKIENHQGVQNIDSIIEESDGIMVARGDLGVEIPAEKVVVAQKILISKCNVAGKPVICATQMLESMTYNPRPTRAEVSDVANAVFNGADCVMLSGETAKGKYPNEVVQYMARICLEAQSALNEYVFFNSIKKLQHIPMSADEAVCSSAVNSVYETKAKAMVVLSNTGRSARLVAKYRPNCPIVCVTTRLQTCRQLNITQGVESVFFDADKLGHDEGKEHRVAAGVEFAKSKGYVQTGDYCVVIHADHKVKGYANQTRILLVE
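Purified LmPK (0.1 nM) converted ADP (0.1 mM) to ATP with PEP (0.5 mM) in imidazole buffer pH 7.2 with KCl and MgCl2, 1 h at room temperature. ATP was read by Kinase-Glo luminescence; data normalized to uninhibited and no-enzyme controls.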
AmpC inh no detg – AmpC beta-lactamase inhibition without detergent | P00811 | AmpC nitrocefin hydrolysis, absorbance 480 nm, 0.0001% Triton | Potency, µM (titrated, usually from 57.1 µM), without a hit: at the highest dose activity change, negative = inhibition, actives largely listed as inhibitors | 330,000 compounds, 0.52% hits | AID 485341;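 note: potency is the fitted concentration of half-maximal effect; plate controls were no compound for no effect and no enzyme for full effect; nearly all actives have a fitted effect of over 20% in size; some results filed as inactive show a strong effect at the top dose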
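AmpC (5.3 nM in the dispensed reagent) in 20 mM phosphate pH 7.0 with 0.01% (detergent screen) or 0.0001% Triton X-100 was preincubated with compounds for 15 min at room temperature. Nitrocefin was then added from an 800 uM solution, and hydrolysis was followed at 480 nm.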
Sm TGR inh – blocks Schistosoma mansoni thioredoxin glutathione reductase. Potency, µM (titrated, usually from 114 µM), inactives show at the top dose activity change, negative = inhibition, most hits filed as inhibitors. 360,000 compounds, 3% hits. purified TGR, DTNB reduction, TNB absorbance 405 nm; note: potency is the fitted concentration of half-maximal effect; nearly all actives have a fitted effect of over 60% in size
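TGR 20 nM + NADPH 100 uM (dispensed conc.), cpd preinc 15 min RT; start with NADPH (500 uM addition) then DTNB (15 mM addition). Kinetic TNB absorbance, 405 nm filter. Four-parameter Hill fit across titration.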
AMA1 RON2 block – inhibitors of Plasmodium falciparum AMA1-RON2 interaction. Potency, µM (highest dose often 58.2 µM), for the others: at the top dose activity change, negative = inhibition, most hits filed as inhibitors. AlphaScreen AMA1-biotinylated RON2 peptide binding. 360,000 compounds, 0.2% hits;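 note: potency is the fitted concentration of half-maximal effect; 0% = vehicle wells and -100% = peptide control; nearly all actives have a fitted effect of over 45% in size; some results filed as inactive show a strong effect at the top dose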
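AMA1 (3D7) with his tag at 25 nM final met compounds first, then biotinylated RON2 peptide at 25 nM; detection used donor plus acceptor beads, 10 µg/mL apiece, read by AlphaScreen after 30 min at room temperature.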
Numbers without * were called inactive; ? = inconclusive; . = not tested or not shown; & = joins results of further samples; [ ] = dose if it differs, or a comment. Unless noted, calls come from the whole dose curve; as a rule, active = well fitted curve in the direction sought with a large enough effect; inconclusive = small, poorly fitted or top-dose-only effect, or another doubt; inactive = no such curve, though single readings can be large; an effect the other way counts as inactive or inconclusive. Unless noted, % is set by controls: 0 for no effect and ±100 for the full control effect.

Start of the data: the first 6 compounds as a preview:
SMILES	Tb PYK inh	AmpC detergent	HCMV inh	LmPK inh	AmpC inh no detg	Sm TGR inh	AMA1 RON2 block
CC(C)CNC(=O)c1c(F)c(F)c(F)c(F)c1F	-5%	-4%	?	13%	12%	79%[activator]	14%
Cc1c2cnn(CC(=O)N3CCN(c4ccccc4)CC3)c(=O)c2c(C)n1Cc1ccccc1Cl	-9%	13%	11	.	.	22%	.
CCOc1ccc(OCC(=O)OCC(=O)N2CCN(C(=O)c3ccco3)CC2)cc1	8%	?	54	.	23%	-8%	-2%
CCOP(=O)(OCC)/C(C#N)=C/c1c[nH]c2ccccc12	3%	-5%	-10	0%	-2%	-2%	5%
O=C(Nc1ccc(OC(=O)c2cccs2)cc1)c1ccco1	0%	3%	26	?	-23%	-23%	33%[activator]
O=C(CSc1nc2ccccc2c(=O)n1CC1CCCO1)NCc1ccccc1 (centres undefined)	-9%	-4%	12	4%	0%	3%	5%

The listing, from the start:
SMILES	Tb PYK inh	AmpC detergent	HCMV inh	LmPK inh	AmpC inh no detg	Sm TGR inh	AMA1 RON2 block
CC(C)CNC(=O)c1c(F)c(F)c(F)c(F)c1F	-5%	-4%	?	13%	12%	79%[activator]	14%
Cc1c2cnn(CC(=O)N3CCN(c4ccccc4)CC3)c(=O)c2c(C)n1Cc1ccccc1Cl	-9%	13%	11	.	.	22%	.
CCOc1ccc(OCC(=O)OCC(=O)N2CCN(C(=O)c3ccco3)CC2)cc1	8%	?	54	.	23%	-8%	-2%
CCOP(=O)(OCC)/C(C#N)=C/c1c[nH]c2ccccc12	3%	-5%	-10	0%	-2%	-2%	5%
O=C(Nc1ccc(OC(=O)c2cccs2)cc1)c1ccco1	0%	3%	26	?	-23%	-23%	33%[activator]
O=C(CSc1nc2ccccc2c(=O)n1CC1CCCO1)NCc1ccccc1 (centres undefined)	-9%	-4%	12	4%	0%	3%	5%
Cc1ccccc1-c1cc(C(=O)NCc2cccs2)n(CC2CC(c3cccnc3)=NO2)n1 (centres undefined)	4%	5%	-10	.	13%	-16%	9%
Cc1c(S(=O)(=O)N2CCCC(C)C2)c(=O)n(C)c(=O)n1C (centres undefined)	-4%	?	-36	.	-16%	1%	6%
CCOC(=O)C1CCN(S(=O)(=O)c2ccc(Br)c(OCC)c2)CC1	-5%	2%	59	-1%	38%	-1%	-10%
COc1ccc(/C(C)=N/NC(=O)CNC(=O)/C=C\c2ccccc2OC)c(OC)c1	12%	-6%	-21	0%	-14%	-17%	19%
O=C(NCc1cc(C(F)(F)F)ccc1Cl)c1cccc2c1C(=O)c1ccc(N3CCOCC3)cc1S2(=O)=O	-2%	.	-11	.	-17%	.	4%
COc1ccc(/C=N/NC(=O)CNC(=O)c2ccncc2)cc1	1%	0%	11	0%	-7%	-6%	4%
Cc1ccccc1NC(=O)Nc1csc2c1CCCC2	-2%	19%	-22	.	.	-1%	.
O=C(N/C(=C\c1ccc([N+](=O)[O-])cc1)C(=O)N1CCOCC1)c1cccc(Br)c1	1%	4%	3	-10%	-1%	0%	-3%
NC(=S)NN=C1c2ccccc2-c2cc(Br)ccc21	-5%	.	-37	.	.	.	7%
O=C(CSCC(=O)N1CCOCC1)Nc1ccccc1	-20%	-8%	17	3%	-14%	-14%	-10%
CCn1c(SCC(=O)Nc2nc3ccc(OC)cc3s2)nc2c1c(=O)n(C)c(=O)n2C	4%	-11%	7	2%	6%	-28%	-6%
COc1ccc(CCCc2n[nH]c(=S)o2)cc1C	?	8%	-13	-2%	-13%	2%	21%
O=C(c1ccc(Cl)c(S(=O)(=O)NCc2cccnc2)c1)N1CCCC1	4%	7%	-15	.	-15%	-2%	0%
Cc1ccccc1C(=O)NCC(=O)OC1CCCCC1=O (centres undefined)	2%	?	-6	.	?	-3%	-2%
O=C(NCCc1ccc(Cl)cc1)C1CCCN1C(=O)Nc1ccccc1 (centres undefined)	6%	-6%	-12	-5%	0%	-2%	-2%
Oc1c(Cl)cc(Cl)c2c1NCCC2	-17%	-12%	11	-1%	-34%	1µM*	56%[activator]
CCSc1nc(C)c(CC)c(C)c1C(N)=O	-13%	3%	23	-10%	-3%	-1%	10%
COc1ccc(NC(=S)c2ccccc2)cc1	-12%	-8%	0	-1%	-10%	-2%	-3%
COc1ccccc1N(CC(=O)NCc1ccco1)C(=O)CCC(=O)Nc1ccccn1	-4%	2%	-21	0%	-1%	2%	-10%
CC1(C)Cn2c(nnc2-c2ccccc2)S1	2%	-5%	-9	-2%	-9%	-19%	-3%
CN1CCN(C(=S)C(=O)NCc2ccccc2)CC1	-2%	-2%	-25	-2%	-8%	-3%	9%
COc1cccc(NC(=O)C(C)OC(=O)c2n[nH]c3ccccc23)c1 (centres undefined)	2%	4%	-36	.	-34%	-12%	-7%
Cc1cccc(C)c1OC(=O)c1ccccc1	4%	.	8	.	.	.	6%
CCN(CC)c1cc2c(cc1F)c(=O)c(S(=O)(=O)c1ccccc1)cn2C	-7%	3%	?	.	.	8%	.
CCCCNC(=O)NNc1nc(Cl)cc(C)c1C#N	-8%	-6%	?	5%	-25%	1%	2%
O=C(NC(NC(=S)Nc1ccccc1C(=O)O)C(Cl)(Cl)Cl)c1ccccc1 (centres undefined)	-18%	?	.	12%	-40%	-1%	2%
COc1cc(NC(=O)Cn2nc(Cc3cccnc3)c3ccccc3c2=O)cc(OC)c1OC	-2%&-2%	8%&-7%	0&56	9%	-4%	1%&-8%	0%
Cc1ccc(-c2nn(-c3ccccc3)cc2C=C2C(=O)CC(C)(C)CC2=O)cc1	?	-8%	121	2%	-24%	0%	1%
NC12CC3CC(C1)CC(CO)(C3)O2	1%	-9%	50	0%	-14%	-9%	13%
O=C(CNS(=O)(=O)c1ccccc1F)Nc1ccc(N2CCOCC2)cc1	2%	-1%	-6	-7%	-5%	-25%	-3%
CCCNS(=O)(=O)c1ccc(CCC(=O)Nc2ccc3c(c2)OCO3)cc1	-1%	-12%	-20	1%	-27%	2%	-1%
CN(C)C(=O)CCc1ccc2c3c([nH]c2c1)[C@]1(CCC2CCCC2)[C@@H](C(=O)N2CCOCC2)C[C@H](CC(=O)NCc2ccco2)C(=O)N1CC3	0%	.	-19	.	196%[activator]	.	-20%
C#CCN(CC=C)C(=O)c1ccc(OC2CCN(S(=O)(=O)N(C)C)CC2)cc1	2%	-17%	34	7%	25%	-16%	3%
Cc1ccc(NC(=O)COC(=O)c2ccnn2C)cc1	1%	?	-12	-4%	-13%	11%	2%
O=C(NCCc1ccccc1)C1CCN(C(=O)N2CCOc3ccccc32)CC1	2%	-22%	30	-1%	22%	-16%	5%
COc1ccc(N(CC(=O)NCc2ccccc2)C(=O)Cn2nnc(-c3ccccc3F)n2)cc1OC	5%	-1%	-17	0%	43%	4%	13%
Cc1nnc(NC(=O)C2CCCCC2)s1	-4%	7%	37	-14%	-14%	6%	9%
O=C(O)c1ccc(N/N=C/c2cc3ccccc3nc2Cl)cc1	-7%	9%	54	-6%	-29%	2%	-14%
Cc1cccc(C)c1OC(=O)Cc1ccccc1[N+](=O)[O-]	5%	1%	-64*	0%	-22%	37%	-11%
Cc1ccc(Cn2cccc(NC(=O)NCc3ccccc3)c2=O)cc1	3%	?	0	6%	-27%	0%	0%
CCCc1nn(C)c(C(=O)Nc2ccc(C)c(C)c2)c1Cl	-7%	-8%	-15	1%	1%	-18%	11%
CC(C)Nc1ccc(-n2nc3ccccc3[n+]2[O-])cc1	-5%	0%	45	-10%	-15%	-19%	-2%
CC1C(=O)Nc2ccc(S(=O)(=O)N3CCN(c4cccc(C(F)(F)F)c4)CC3)cc2NC1=O (centres undefined)	9%	?	-21	4%	-9%	-1%	0%
C[C@@H]1COC(=O)[C@H](CC(=O)OC(C)(C)C)C/C=C\C[C@H](CC(=O)N(CCO)Cc2ccccc2)C(=O)N1	2%	.	-2	.	177%[activator]	.	51%[activator]

(list continues)
SMILES	Tb PYK inh	AmpC detergent	HCMV inh	LmPK inh	AmpC inh no detg	Sm TGR inh	AMA1 RON2 block
CC1CCCN(c2ccc(C(=O)OCn3nnc4ccccc4c3=O)cc2[N+](=O)[O-])C1 (centres undefined)	-3%	2%	15	-1%	-17%	15%	-10%[2.32 µM]
CC(C)(c1ccccc1)c1ccc(OCCN2CCCC2)cc1	-1%	-7%	-16	-7%	25%	21%	-23%
COc1ccc(C(=O)OCC(=O)c2ccc3[nH]c(=O)[nH]c3c2)c(OC)c1OC	-7%	.	-22	.	-19%	.	10%
CNC(=O)c1cc2c(ccc3ccccc32)o1	0%	0%	136	1%	-19%	.	2%
Cc1cccc(C(=O)O/N=C(\N)c2ccccn2)c1	?	-3%	-16	?	-13%	-1%	58%[activator]
CCC(=O)c1ccc(OCC(=O)N(Cc2nnc(-c3ccccc3Cl)o2)C2CC2)cc1	-5%	-22%	-1	.	36%	?	0%
O=C(O)COc1ccccc1C=NNC(=O)c1ccc(NS(=O)(=O)c2cccs2)cc1	-3%	.	-19	.	-33%	.	11%[11.6 µM]
C=CCNC(=O)c1onc(CSc2cccc(C)c2)c1C(=O)O	1%	-11%	-10	7%	-23%	5%	-2%
O=[N+]([O-])c1ccccc1/C=C/CN1CCC(O)CC1	-4%	?	58	-6%	-10%	3%	-21%
CN(Cc1ccc2nonc2c1)Cc1nc(CC2CC2)no1	0%	-6%	-10	-3%	-5%	-15%	1%
Cc1cc(-c2nc3ccccc3s2)ccc1N	-23%	.	-3	.	.	.	13%

Profiles from above. Order of values: Tb PYK inh, AmpC detergent, HCMV inh, LmPK inh, AmpC inh no detg, Sm TGR inh, AMA1 RON2 block
`C=CCNC(=O)c1onc(CSc2cccc(C)c2)c1C(=O)O` reads 1%, -11%, -10, 7%, -23%, 5%, -2%
`COc1ccc(C(=O)OCC(=O)c2ccc3[nH]c(=O)[nH]c3c2)c(OC)c1OC` reads -7%, ., -22, ., -19%, ., 10%
`O=[N+]([O-])c1ccccc1/C=C/CN1CCC(O)CC1` reads -4%, ?, 58, -6%, -10%, 3%, -21%
`CC1CCCN(c2ccc(C(=O)OCn3nnc4ccccc4c3=O)cc2[N+](=O)[O-])C1` (centres undefined) reads -3%, 2%, 15, -1%, -17%, 15%, -10%[2.32 µM]
